GPR119 activation: off-target GPR119 activation – cell-based, PathHunter beta-arrestin, luminescence, set 2, counter-screen for GPR151 activator project, confirmation (AID 1508607); GPR119 PathHunter beta-arrestin cells, luminescence, 90 min; active compounds read high; activation, % at 11.2 µM; 0.9% of 2,300 active;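 active = mean percent activation across replicates above the counterscreen hit cutoff of 9.17%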;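 also: 0% = median of sample wells and 100% = wells given EA reagent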
GPR151 beta-arrestin: GPR151 activators, triplicate retest, confirmation, cell-based, PathHunter beta-arrestin, luminescence, set 2 (AID 1508608). GPR151 PathHunter beta-arrestin cells, luminescence, 90 min; active compounds read high; 100% = signal from added EA reagent. activation, % at 11.2 µM. 0.9% of 2,300 active;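 active = mean activation across replicates above 26.72%, the hit cutoff set for this confirmation screen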;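 also: 0% = plate median of compound wells and 100% = EA reagent high control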
Numbers without * were called inactive.

Sample of the layout:
SMILES	GPR119 activation	GPR151 beta-arrestin
CCc1ccccc1NC(=O)Cn1c(C)cc(COC)c(C#N)c1=O	1.7	-3.5
CCC(C(=O)N1CCOCC1)n1c2ccccc2c2cn[nH]c(=O)c21 (stereo unspecified)	-3.2	3.0
COc1ccc(-n2cc(-c3ccccc3)c3c(SCC(C)C)ncnc32)cc1	-6.3	-11
Cc1noc(C(=O)Nc2cc(Br)ccc2O)c1Cl	-2.9	-0.8

This part in full, from the start:
SMILES	GPR119 activation	GPR151 beta-arrestin
CCc1ccccc1NC(=O)Cn1c(C)cc(COC)c(C#N)c1=O	1.7	-3.5
CCC(C(=O)N1CCOCC1)n1c2ccccc2c2cn[nH]c(=O)c21 (stereo unspecified)	-3.2	3.0
COc1ccc(-n2cc(-c3ccccc3)c3c(SCC(C)C)ncnc32)cc1	-6.3	-11
Cc1noc(C(=O)Nc2cc(Br)ccc2O)c1Cl	-2.9	-0.8
CCn1nc(C)cc1C(=O)N1CCC[C@@H]2CN(Cc3ccccn3)CC[C@@H]21	1.0	0.3
CC(C)Cn1c(CN2CCN(c3ccccc3)CC2)nc2c1c(=O)n(C)c(=O)n2C	0.5	-2.0
Cc1[nH][nH]c(=O)c1C(c1cccs1)c1c(C)[nH][nH]c1=O	3.3	0.2
COc1ccc(SCCC(=O)Nc2ccc(Br)cc2)cc1	-4.8	-4.3
O=C(Nc1ccc(Br)cn1)c1ccc(N2CCCCC2)c([N+](=O)[O-])c1	1.4	5.1
COc1ccc([N+](=O)[O-])cc1-c1ccc(/C=N/NS(=O)(=O)c2ccc(C)cc2)o1	3.6	1.4
CCOC(=O)Cc1csc(NC(=O)CCCOc2ccc(Cl)cc2)n1	7.1	5.8
CCCCc1ccc(C(=O)N/C(=C\c2ccc(C)cc2)C(=O)Nc2ccc([N+](=O)[O-])cc2)cc1	-3.3	-6.9
O=C1NN(c2ccc([N+](=O)[O-])cc2[N+](=O)[O-])C(=O)C2C1C1C=CC2C12CC2 (stereo unspecified)	3.0	0.3
COc1ccc(CN(CC2CCC(C(=O)NO)CC2)S(=O)(=O)c2ccc(C)cc2)cc1 (stereo unspecified)	-3.6	-1.9
COc1cccc(NC(=O)Nc2nnc(N3CCCC(C)C3)s2)c1 (stereo unspecified)	-0.5	1.8
O=C(Nc1ccc(Br)cc1F)C1CCCO1 (stereo unspecified)	3.8	6.1
CC(CCc1ccccc1)NC(=O)CNC(=S)N(CCCN1CCOCC1)Cc1cccs1 (stereo unspecified)	5.1	7.0
CCOC(=O)c1cn(CC(=O)Nc2cc(C)cc(C)c2)nn1	-2.3	1.0
CC(C(=O)NC1CCCCCC1)n1c2ccccc2c2cnn(C)c(=O)c21 (stereo unspecified)	0.2	0.5
COC(=O)c1c(NC(=O)COc2cccc(C(F)(F)F)c2)sc2c1CCCC2	0.0	-0.9
COc1ccc(N2CCN(C(=O)c3ccc(SCc4ccccc4F)c([N+](=O)[O-])c3)CC2)cc1	0.5	-4.2
COc1ccc(-n2ncc3c(Nc4cccc(F)c4)ncnc32)cc1	2.7	2.9
O=C(CN(C(=O)c1csnn1)c1ccc(F)cc1)NCc1ccc(F)cc1	1.1	-3.5
Cn1cc(CCC(=O)NC2CCN(Cc3ccccc3)CC2)c2ccccc21	-0.1	5.7
CCCCN1C(=O)c2ccc(F)cc2C1=O	0.1	-2.1

Ordered by heavy-atom count (largest number first): part of the list above
SMILES	GPR119 activation	GPR151 beta-arrestin
CC(C)Cn1c(CN2CCN(c3ccccc3)CC2)nc2c1c(=O)n(C)c(=O)n2C	0.5	-2.0
COc1ccc([N+](=O)[O-])cc1-c1ccc(/C=N/NS(=O)(=O)c2ccc(C)cc2)o1	3.6	1.4
CCn1nc(C)cc1C(=O)N1CCC[C@@H]2CN(Cc3ccccn3)CC[C@@H]21	1.0	0.3
O=C(Nc1ccc(Br)cn1)c1ccc(N2CCCCC2)c([N+](=O)[O-])c1	1.4	5.1
COc1cccc(NC(=O)Nc2nnc(N3CCCC(C)C3)s2)c1 (stereo unspecified)	-0.5	1.8

Next part:
SMILES	GPR119 activation	GPR151 beta-arrestin
CC(=O)Cc1nsc(Nc2cccc(Cl)c2C)n1	6.6	1.2
COc1ccc(N2C(=O)CSC2c2c(F)cccc2Cl)c(OC)c1 (stereo unspecified)	-0.6	3.7
CC(=O)c1nnn(-c2nonc2C)c1C	1.3	0.6
CCC(C)NC(=O)C1CCN(S(=O)(=O)N2CCOCC2)CC1 (stereo unspecified)	-0.4	7.4
CCCS(=O)(=O)N1CCC(C(=O)NC2CC2)CC1	0.3	0.0
N#CC(C(=O)Nc1cccc2ccccc12)=C1CCCC1	5.0	2.9
CCOc1cc(C(=S)N2CCCCC2)ccc1OC(=O)c1ccccc1Cl	-3.7	-0.8
CCCOc1ccc(NC(=O)C2CC(=O)N(CC)C(=Nc3ccc(C)c(C)c3)S2)cc1 (stereo unspecified)	3.9	4.2
O=C(O)CC1c2ccccc2CCN1S(=O)(=O)c1ccc(Cl)cc1 (stereo unspecified)	0.7	0.4
O=C(Nc1ccccc1C(=O)N/N=C/c1ccccc1)c1ccc(F)cc1	-5.3	-11
CC[n+]1c(/C=C2\Sc3ccc(C)cc3N2CCO)ccc2ccccc21	0.7	31*
CC1=C(C(=O)Nc2ccc(Cl)cc2)C(c2ccco2)C(C#N)=C(SCc2ccccc2)N1 (stereo unspecified)	5.6	5.5
CCN(CC)S(=O)(=O)c1ccc(C(=O)Nc2ccc(OCC(=O)N3CCOCC3)cc2)cc1	-0.3	-5.2
CCc1ccc(NC(=O)Cn2nnc(C(=O)OC)c2C(=O)OC)cc1	-0.1	5.6
CCOC(=O)c1c(C)n(C)c2ccc(OC(=O)NC(=O)C(F)(F)F)cc12	-2.7	1.1
Cc1ccc2nc(Nc3ccc(F)cc3F)c3nncn3c2c1	-1.5	-0.1
O=C(CSc1nc2ccccc2c(=O)n1Cc1ccco1)N1CCCc2ccccc21	-0.6	0.8
COc1ccc2nc(Nc3ccc4c(c3)OCO4)sc2c1	-2.0	-4.8
CCCCCCc1ccc(C2=N/C(=C\C=C\c3ccccc3)C(=O)O2)cc1	0.1	0.7
O=C(Nc1ccc([N+](=O)[O-])cc1)c1cncc(Br)c1	-4.2	2.1
CCn1c2ccccc2n2c(=O)n(CC(=O)NCC3COc4ccccc4O3)nc12 (stereo unspecified)	4.6	7.3
Cc1ccc(OCC(O)CN2C(C)(C)CC(O)CC2(C)C)c(C)c1 (stereo unspecified)	3.6	0.8
COc1ccc(N2C(=O)C(CC(=O)Nc3ccc(F)cc3)N(C3CCCCC3)C2=O)cc1 (stereo unspecified)	-1.8	2.0
COc1cc(-c2[nH]nc3c2C2(C(=O)N(CC(=O)O)c4ccccc42)C(C#N)=C(N)O3)cc(OC)c1OC (stereo unspecified)	2.5	-5.0
CCOC(=O)COc1ccc(/C=C2\C=C(c3ccc(Br)cc3)OC2=O)cc1OC	1.7	10

Single values from the entries so far.
CCOC(=O)c1c(C)n(C)c2ccc(OC(=O)NC(=O)C(F)(F)F)cc12 in GPR119 activation = -2.7
CCCCCCc1ccc(C2=N/C(=C\C=C\c3ccccc3)C(=O)O2)cc1 in GPR151 beta-arrestin = 0.7
O=C(Nc1ccccc1C(=O)N/N=C/c1ccccc1)c1ccc(F)cc1 in GPR151 beta-arrestin = -11
O=C(Nc1ccc([N+](=O)[O-])cc1)c1cncc(Br)c1 in GPR119 activation = -4.2
O=C(CSc1nc2ccccc2c(=O)n1Cc1ccco1)N1CCCc2ccccc21 in GPR119 activation = -0.6
Cc1ccc2nc(Nc3ccc(F)cc3F)c3nncn3c2c1 in GPR119 activation = -1.5

Additional structures.
SMILES	GPR119 activation	GPR151 beta-arrestin
CC1C=CCC2C(=O)N(c3ccc4c(c3)OCO4)C(=O)C12 (stereo unspecified)	0.9	-2.9
CC(C)N1CCC(=NNC(=O)c2ccc(C(C)(C)C)cc2)CC1	0.3	2.2
COc1ccccc1C1SC(NC(C)=O)=NN1C(C)=O (stereo unspecified)	-1.9	4.0
Cc1cc(C)n2nc(CCC(=O)O)nc2n1	2.4	3.3
COC(=O)c1sc2nc3c(c(-c4ccc(Cl)cc4)c2c1N)CCCC3	0.1	-7.1
O=[N+]([O-])c1ccc(C(F)(F)F)cc1S(=O)(=O)c1ccc(Cl)cc1	-1.7	0.6
COc1ccccc1/C=C(\C#N)C(=O)Nc1ccccc1F	0.2	-2.0
CCOC(=O)C1=C(C)NC2=C(C(=O)C(C(=O)OC)C(C)C2)C1c1ccc(C)s1 (stereo unspecified)	1.4	2.4
O=C(O)c1ccc(Sc2ccc(Br)cc2)c([N+](=O)[O-])c1	3.2	-1.5
COc1cc(/C=C/C(=O)c2c(O)c3ccccc3oc2=O)cc(OC)c1OC	-2.2	-3.7
COc1ccc(CC(=O)Nc2nccs2)cc1OC	-1.0	-1.5
O=C(Cn1ccn(-c2cccc(Cl)c2)c(=O)c1=O)c1ccc(F)cc1	2.2	1.9
Cn1c(SCc2ccc(F)cc2)nc2ccc(C(=O)N3CCC(C(N)=O)CC3)cc21	0.1	2.6
CCOC(=O)/C(C)=N/NC(=O)CCc1c[nH]c2ccccc12	-2.5	0.0
CC(=O)c1ccc(NC(=O)CSc2nnc(NC(=O)/C=C/c3ccccc3)s2)cc1	1.4	-0.8
CCC(=O)N1CCc2cc(S(=O)(=O)NCCN(CC)c3ccccc3)ccc21	-1.2	5.0
Cc1ccc(OCC(=O)N/N=C/c2ccc(I)cc2)cc1	7.2	3.5
O=C(CCCCn1c(=O)[nH]c2ccccc2c1=O)NC1CCCCCC1	-2.4	-3.8
CCN1C(=O)c2ccc(Br)cc2C1=O	0.6	0.7
O=C(Nc1cccc(C(F)(F)F)c1)c1ccc(F)c(S(=O)(=O)N2CCN(c3ccccc3F)CC2)c1	1.6	-1.8
O=C(Nc1ccc(Oc2cc3ccccc3cc2Cl)c(Cl)c1)c1cc(Br)cc(Br)c1O	-3.6	15
Cn1c(SCC(=O)NCCc2ccccc2)nc2c1c(=O)n(Cc1ccccc1Cl)c(=O)n2C	-0.6	-10

For reference, 2 of the compounds above.
SMILES	GPR119 activation	GPR151 beta-arrestin
COc1cc(/C=C/C(=O)c2c(O)c3ccccc3oc2=O)cc(OC)c1OC	-2.2	-3.7
COc1ccc(CC(=O)Nc2nccs2)cc1OC	-1.0	-1.5

High-throughput results (PubChem BioAssay)

This is a subset (hit frequency here may not be typical).
